USP10 block: inhibitors of human USP10 deubiquitinase; Q14694; purified USP10, Ub-rhodamine fluorescence, 60 min; inhibition, % at 20 µM; hit rate 1.1% among 47,000; AID 1645856
USP7 inh: blocks human USP7 ubiquitin-rhodamine cleavage; inhibition, % at 20 µM; Q93009; purified USP7, Ub-rhodamine cleavage fluorescence; hit rate 0.3% among 47,000
USP8 block: human USP8 deubiquitinase inhibition | P40818 | purified USP8, Ub-rhodamine cleavage fluorescence, 30 min | inhibition, % at 20 µM | hit rate 4.2% among 47,000
USP30 block: blocks human USP30 ubiquitin-rhodamine cleavage. Q70CQ3. purified USP30, Ub-rhodamine cleavage fluorescence. inhibition, % at 25 µM. hit rate 5.3% among 47,000
OTUD3 block: inhibitors of human OTUD3 deubiquitinase. Q5T2D3. purified OTUD3, Ub-rhodamine fluorescence, 2 h. inhibition, % at 25 µM. hit rate 0.7% among 47,000
Target sequence (Q5T2D3 whole entry, looked up): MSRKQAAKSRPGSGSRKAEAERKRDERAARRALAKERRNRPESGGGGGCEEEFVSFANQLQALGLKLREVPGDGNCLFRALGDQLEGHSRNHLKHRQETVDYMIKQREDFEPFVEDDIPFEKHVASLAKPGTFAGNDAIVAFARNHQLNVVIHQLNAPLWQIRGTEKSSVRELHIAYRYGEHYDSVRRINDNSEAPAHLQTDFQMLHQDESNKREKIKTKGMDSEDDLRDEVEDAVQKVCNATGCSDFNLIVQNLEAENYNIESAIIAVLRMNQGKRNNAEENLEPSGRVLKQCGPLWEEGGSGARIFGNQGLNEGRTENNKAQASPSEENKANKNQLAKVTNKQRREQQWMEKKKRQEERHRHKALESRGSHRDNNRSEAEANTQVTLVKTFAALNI
UCHL1 block: human UCHL1 deubiquitinase inhibition. purified UCHL1, Ub-rhodamine cleavage fluorescence. hit rate 0.2% among 47,000. inhibition, % at 20 µM. P09936. AID 1645859
Target sequence (P09936 whole entry, looked up): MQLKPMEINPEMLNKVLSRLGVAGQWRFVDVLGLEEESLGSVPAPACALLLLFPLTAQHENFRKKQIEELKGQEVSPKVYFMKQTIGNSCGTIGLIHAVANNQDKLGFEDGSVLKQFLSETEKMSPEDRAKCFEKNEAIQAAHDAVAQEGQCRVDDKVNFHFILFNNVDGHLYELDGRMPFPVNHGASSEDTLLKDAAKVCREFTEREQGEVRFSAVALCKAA
USP28 block: inhibitors of human USP28 deubiquitinase; inhibition, % at 25 µM; hit rate 3% among 47,000; AID 1645857; purified USP28, Ub-rhodamine cleavage fluorescence, 30 min; Q96RU2
USP17 block: blocks human USP17 ubiquitin-rhodamine cleavage; hit rate 6.5% among 47,000; purified USP17, Ub-rhodamine cleavage fluorescence, 3 h; A8MUK1; inhibition, % at 50 µM
An asterisk follows results filed as active; x = not tested or not shown. Rule as the data show it: active = inhibition above about 30%; inactive = the rest. Rows are unselected. Share with any hit: about 14%.

smiles	USP10 block	USP7 inh	USP8 block	USP30 block	OTUD3 block	UCHL1 block	USP28 block	USP17 block
Cc1nnc2cc(N3CCN(Cc4ccc(OC(C)C)cc4)CC3)cnn12	-1	-2	-27	1	-4	0	-8	3
COc1ccccc1/C=C/C(=O)NCC(=O)N1CCC(N(C)C2CCCC2)CC1	-4	9	-7	3	1	1	5	0
Cc1c(Cl)cccc1NC(=O)CSc1nc2cn(C)nc2c(=O)n1CC1CC1	-4	-11	43*	27	2	1	13	20
Cc1ccc(N2CC[C@@H]3[C@@H]2CCN3C(=O)NC(C)C)nn1	0	6	-22	1	3	2	2	-7
CCOc1cc(C(=O)Nc2sccc2C(=O)N2CCOCC2)cc(OCC)c1OCC	-2	-42	-70	-69	-18	-45	-30	-23
COc1cccc(CN2CC(=O)N3CCc4c([nH]c5ccccc45)[C@@]3(C)C2=O)c1	-1	-25	13	0	12	6	18	14
COC1=C(OC)C(=O)C(C)=C(C)C1=O	-2	4	1	3	-14	-3	-8	-58
Cc1ccc(S(=O)(=O)N2CCN(C(=O)CN3c4ccccc4CC3C)CC2)c(C)c1 (stereo not drawn)	-12	-1	37*	-129	-42	-6	-15	-7
OCCCN1C[C@H](Oc2ccccn2)[C@H]2C[C@@H]1Cc1c2[nH]c2ccccc12	-6	4	14	-87	-2	-1	-13	-8
CCN1CC[C@@]2(C(=O)N3CCOCC3)CCN(C(=O)Cc3ccccc3)CC[C@@H]12	0	3	-77	-7	-8	-1	-18	-15
CCN1CCN(S(=O)(=O)c2ccc3c(c2)NC(=O)C(C)CS3)CC1 (stereo not drawn)	0	-3	0	-1	-4	-3	-9	-1
COc1ccc(NC(=O)c2ccccc2-c2nc(-c3ccc(Cl)cc3)no2)cc1OC	0	-1	-12	-17	-8	-1	-18	-18
CN(C)C(=O)CN1[C@H]2CCNCC[C@@H]2Oc2ccccc2S1(=O)=O	0	4	-13	-2	-3	-1	-8	0
COc1cc(CNc2ccc(Cl)c(-c3nc4ncccc4o3)c2)ccc1OCC(N)=O	-3	-18	12	-58	-11	3	-6	11
O=S(=O)(c1ccc2c(c1)OCCCO2)N1CCN(CCc2ccccc2)CC1	-2	1	-1	-17	-5	2	-26	-2
CC1=CN2C(=N)/C(=C/c3cc(C)n(-c4cccc(F)c4)c3C)C(=O)N=C2S1	-7	-20	-18	-112	-178	-18	-44	-130
COc1cc(Cn2ccnc2C2CCN(C(=O)Cc3cccc(OC)c3OC)CC2)cc(OC)c1	-5	-2	-9	-19	0	-1	-5	-7
NS(=O)(=O)c1cccc(NC(=O)c2ccn(-c3ccccc3)n2)c1	3	1	4	29	-1	-1	14	19
Cc1ccc(C(CNC(=O)COc2ccccc2)N2CCCC2)o1 (stereo not drawn)	-4	-5	11	-20	-2	-4	-2	-1
CC(C)c1cc(C(=O)N2C[C@@H]3CC[C@H](Oc4ccccc4)[C@@H]3C2)on1	5	-1	-2	18	4	-1	0	3
O=C(NCCc1ccc(Cl)cc1)c1nnn(-c2ccc(F)cc2)n1	-1	4	13	0	3	0	5	8
Oc1cc(OCc2cccc(C(F)(F)F)c2)ccc1-c1ccn[nH]1	22	-29	75*	13	15	10	81*	42*
O=C1NC2(COC3(CCNCC3)C2)Nc2ccc(Cl)cc21 (stereo not drawn)	-5	1	-9	-9	8	-1	0	-11
COc1cccc(Nc2nc(N)nc(CN3CCC(C(N)=O)CC3)n2)c1	-8	-2	8	-32	-12	-6	-16	-9
Cc1nc(C2CCCN(C(=O)c3cccnc3N)C2)nc2c1CC(=O)N2Cc1ccccc1 (stereo not drawn)	-3	-5	11	-5	-6	-4	-6	x
Fc1ccc(CN2CCC[C@@H]2Cn2nnc(-c3ccncc3)n2)cc1	-7	-3	-2	-8	-9	-5	-8	-4
N#Cc1cccc(CSc2ncnc(N)n2)c1	4	2	18	27	15	1	40*	8
COc1cc2c(cc1OC)CN(c1ncnc3sccc13)CC2	-3	-135	-23	x	2	-159	x	-62
CCN(Cc1ccccc1)C(=O)Cn1cnc(S(=O)(=O)N2CCCC2)c1	1	2	6	6	2	0	4	14
O=C1O[C@@H]2C[C@H]3C[C@@H]2[C@@H]1[C@H]3C(=O)N1CCN(c2ccc(F)cc2)CC1	9	-5	3	0	4	-3	-5	0
C=Cc1ccc(Cn2c(C)c(CNCc3ccc4c(c3)OCO4)c(C(=O)O)c2C)cc1	-1	2	12	-16	-4	0	-1	8
CCC1CN2C=Nc3oc(C)c(C(=O)Nc4cccnc4)c3C2=N1 (stereo not drawn)	-8	-5	-3	-12	-2	-2	-6	-16

For convenience, part of the list above:
smiles	USP10 block	USP7 inh	USP8 block	USP30 block	OTUD3 block	UCHL1 block	USP28 block	USP17 block
Cc1nnc2cc(N3CCN(Cc4ccc(OC(C)C)cc4)CC3)cnn12	-1	-2	-27	1	-4	0	-8	3
COc1ccccc1/C=C/C(=O)NCC(=O)N1CCC(N(C)C2CCCC2)CC1	-4	9	-7	3	1	1	5	0
Cc1c(Cl)cccc1NC(=O)CSc1nc2cn(C)nc2c(=O)n1CC1CC1	-4	-11	43*	27	2	1	13	20
Cc1ccc(N2CC[C@@H]3[C@@H]2CCN3C(=O)NC(C)C)nn1	0	6	-22	1	3	2	2	-7

More results follow.
smiles	USP10 block	USP7 inh	USP8 block	USP30 block	OTUD3 block	UCHL1 block	USP28 block	USP17 block
O=C(CCc1nnc2n(Cc3ccccc3)c(=O)c3ccccc3n12)NCCc1c[nH]c2ccccc12	2	-10	-8	7	-10	-3	8	24
COCCNC(=O)c1ccccc1N1C(=O)[C@@H]2Cc3c([nH]c4ccccc34)C(c3ccc(C)cc3)N2C1=O (stereo partly drawn)	-7	-4	-21	-232	-45	-1	-56	-54
CCOC(=O)C=C1CCN(c2ccc([N+](=O)[O-])cc2)CC1	4	-14	0	-24	-17	3	-16	0
CCc1ccc(NC(=O)c2csc3c2CCCCC3)cc1	5	9	15	19	10	0	15	13
O=C(Nc1ccccc1)C(C(=O)Nc1ccccc1)c1ccccc1	-2	9	-7	31*	1	7	14	-1
CCc1ccc2[nH]c(=O)c(CN(Cc3ccc4c(c3)OCO4)S(=O)(=O)c3ccc(OC)cc3)cc2c1	1	2	11	-21	-10	2	-10	10
COc1cc(N2CC[C@@H]3[C@@H]2CCN3C(=O)Cc2ccccc2)ncn1	1	2	-119	-7	9	2	2	-22
COc1cccc(CN2C(=O)CN(C3CCCCC3)C(=O)C2c2cccnc2)c1 (stereo not drawn)	-2	x	-1	8	8	-1	7	-1
O=C(NCc1ccco1)N1CCN(Cc2nc3cccnc3n2-c2ccccc2)CC1	-1	-12	-11	-133	-30	-11	-45	-66
Cc1sc(NC(=O)CNc2ccccc2)nc1-c1ccc2c(c1)CCN2C(=O)C(C)C	-2	-9	-4	-13	1	4	5	51*
CC(CCc1ccco1)NC(=O)C1CCN(c2ncnc3c2nc2n3CCCCC2)CC1 (stereo not drawn)	-6	2	-6	-4	1	6	8	21
CC(C)Cc1nnc(NC(=O)c2cc(=O)[nH]c3ccccc23)s1	7	0	0	-17	-10	-3	-20	x
CCSc1nc(NCCOCCO)c2c3c(sc2n1)COC(C)(CC)C3 (stereo not drawn)	-3	-23	-6	-29	9	3	1	-7
COc1ccccc1C(=O)N1CCC(S(=O)(=O)c2ccc(-c3ccco3)cc2)CC1	1	1	53*	27	16	4	26	56*
N#Cc1ccccc1Cn1c(=O)n(Cc2ccco2)c(=O)c2ccccc21	13	-9	8	33*	20	3	38*	54*
Cc1c(C(=O)NCCC(C)C)nnn1-c1cccc2c1CCN(C1CCOCC1)C2	-10	-9	17	-78	-17	-8	-11	-13

3 entries picked at random from the list so far:
smiles	USP10 block	USP7 inh	USP8 block	USP30 block	OTUD3 block	UCHL1 block	USP28 block	USP17 block
CC(CCc1ccco1)NC(=O)C1CCN(c2ncnc3c2nc2n3CCCCC2)CC1 (stereo not drawn)	-6	2	-6	-4	1	6	8	21
CC(C)Cc1nnc(NC(=O)c2cc(=O)[nH]c3ccccc23)s1	7	0	0	-17	-10	-3	-20	x
CCSc1nc(NCCOCCO)c2c3c(sc2n1)COC(C)(CC)C3 (stereo not drawn)	-3	-23	-6	-29	9	3	1	-7

Following part.
smiles	USP10 block	USP7 inh	USP8 block	USP30 block	OTUD3 block	UCHL1 block	USP28 block	USP17 block
CC(=O)c1cccc(NC(=O)COC(=O)c2c3c(nc4ccccc24)CCCC3)c1	3	-1	-7	-19	-8	1	-1	-2
COc1ccc(-c2csc(-c3cc(C)on3)n2)cc1	2	3	23	22	11	1	7	13
CC1CCCCN1C(=O)CSc1nnc(Cc2ccccc2)n1Cc1ccccc1 (stereo not drawn)	-1	-5	1	16	1	-3	-5	0
CCN(CC)C(=O)Cn1cc(C(=O)C(=O)Nc2cccc(NC(C)=O)c2)c2ccccc21	1	4	12	1	5	2	3	11
CN1CCc2c(C#N)c(N3CCC(Cc4ccccc4)CC3)n3cnnc3c2C1	-8	-2	-5	4	7	-1	4	1

Screens as filed in PubChem BioAssay.
